# Screening data from PubChem BioAssay.
# D1 ag: agonists of human D1 dopamine receptor. P21728. HEK293 T-REx D1 cells, calcium flux, agonist mode. activation, % at 2 µM. 1% of 360,000 active. AID 504660; in the data active means activation above about 30%; further: 0% is about no effect
#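 Inducible HEK293 T-REx D1 cells, force-coupled to calcium signalling, were plated at 4000 cells/well with tetracycline and held overnight at 30 C. After no-wash calcium dye loading, compound-evoked calcium rise over 180 s flagged agonists.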
# D2 agonist: D2 dopamine receptor (human) agonism. P14416. HEK293 T-REx D2 cells, calcium flux agonist mode. activation, % at 2 µM. 0.53% of 340,000 active. AID 485358;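 active means activation over 3 SD above normal in the single-dose calcium agonist read, cut at about 30% in these data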; further: 0% is about no effect
#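 Tetracycline-induced HEK293 Trex cells with D2 receptor force-coupled to calcium signaling, plated overnight at 30 C and loaded with no-wash calcium dye. Calcium flux read kinetically for 180 s after compound addition; responses flag agonists.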
# RXFP1 agonist: RXFP1 (human) receptor agonism; 0.3% of 370,000 active; Potency, µM (top dose mostly 57.5 µM), inactives show top-dose activation, actives largely listed as activators; Q9HBX9; AID 2676; HEK293T-RXFP1 cAMP TR-FRET, 30 min; response scale: percent of porcine relaxin response, buffer zero; active means well fitted activation curve with a large enough effect; inconclusive means small, poorly fitted or top-dose-only effect; further: potency means the concentration at half of the fitted maximal effect; on the % scale 0 is the no-effect control and ±100 the full control effect; nearly all actives have a fitted effect of over 60% in size; many of its hits are not listed in these tables
# Target sequence (Q9HBX9 whole entry, looked up): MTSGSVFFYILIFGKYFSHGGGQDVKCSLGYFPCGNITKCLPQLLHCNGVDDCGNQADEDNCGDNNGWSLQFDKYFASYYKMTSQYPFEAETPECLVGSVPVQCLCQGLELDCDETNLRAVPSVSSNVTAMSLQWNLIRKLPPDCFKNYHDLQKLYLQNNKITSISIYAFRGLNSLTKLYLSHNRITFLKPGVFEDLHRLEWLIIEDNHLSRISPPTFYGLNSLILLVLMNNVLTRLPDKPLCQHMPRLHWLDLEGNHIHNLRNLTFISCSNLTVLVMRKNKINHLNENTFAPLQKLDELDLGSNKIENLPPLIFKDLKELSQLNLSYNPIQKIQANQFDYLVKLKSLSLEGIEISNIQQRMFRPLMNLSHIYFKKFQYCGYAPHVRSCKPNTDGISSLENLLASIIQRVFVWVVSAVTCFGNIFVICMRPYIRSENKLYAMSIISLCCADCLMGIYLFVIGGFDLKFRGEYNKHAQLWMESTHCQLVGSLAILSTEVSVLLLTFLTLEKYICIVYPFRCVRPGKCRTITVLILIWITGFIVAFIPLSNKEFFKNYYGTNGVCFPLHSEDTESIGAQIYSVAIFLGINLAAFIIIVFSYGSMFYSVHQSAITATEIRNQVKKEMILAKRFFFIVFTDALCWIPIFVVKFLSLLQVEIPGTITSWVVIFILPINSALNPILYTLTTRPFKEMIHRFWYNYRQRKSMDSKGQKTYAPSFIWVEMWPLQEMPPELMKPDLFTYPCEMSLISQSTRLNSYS
#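 HEK293T cells stably expressing RXFP1 were pretreated with the PDE4 inhibitor Ro 20174, exposed to compounds for 30 min at 37C, lysed, and cAMP was read by TR-FRET. Data normalized to buffer (basal) and 29 nM porcine relaxin (100%).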
# D1 antagonist: antagonists of human D1 dopamine receptor | P21728 | HEK293 TREx D1 cells, calcium flux, dopamine EC80; stronger effect = lower value | activity change, negative = inhibition, % at 10 µM | 3.2% of 360,000 active | AID 504652; in the data active means activity change below about -30%; further: on the % scale 0 is the no-effect control and ±100 the full control effect
#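 Inducible Hek293 Trex D1 cells (tetracycline, overnight, 30 C). Calcium dye 30–90 min RT. Antagonist mode: EC80 dopamine added after 180 s compound read.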
# D2 antagonist: antagonizes the human D2 dopamine receptor; 2% of 340,000 active; HEK293 TREx D2 cells, calcium flux, dopamine EC80; inhibition, % at 10 µM; P14416; in the data active means inhibition above about 30%; further: 0% is about no effect
#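 Tetracycline-induced HEK293 T-REx cells expressing D2 force-coupled to calcium signalling were dye-loaded, exposed to compound for 180 s, then challenged with an EC80 of dopamine; calcium flux was followed kinetically for a further 180 s.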
# D2 PAM: positively modulates the human D2 dopamine receptor allosterically | 0.34% of 340,000 active | potentiation, % at 10 µM | AID 485347 | HEK293 T-REx D2, calcium flux, EC20 dopamine potentiation | P14416;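 active means potentiation over 3 SD above the plate norm, cut at about 30% in these data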; further: 0% is about no effect
#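 Tetracycline-induced HEK293 T-REx cells force-coupled to calcium signalling expressed D2; compounds were pin-added after a 10 s baseline, read kinetically 180 s, then an EC20 dopamine challenge followed with a further 180 s calcium read.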
# D1 PAM: human D1 dopamine receptor positive modulation. P21728. HEK293 TREx D1 cells, calcium flux, dopamine EC20 potentiation. potentiation, % at 10 µM. 0.036% of 360,000 active. AID 504651; in the data active means potentiation above about 30%; further: 0% is about no effect
# RXFP1 antag: antagonists of human relaxin receptor RXFP1; Q9HBX9; HEK293-RXFP1, relaxin-stimulated cAMP HTRF, 30 min; stronger effect = lower value; activity change, negative = inhibition, % at 57.5 µM; 0.59% of 350,000 active; AID 1259400;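 active means activity change of -60% or lower, but not beyond a set lower limit; inconclusive means change between -60% and -40%, or beyond the set limit; inactive means change above -40%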; further: on the % scale 0 is the no-effect control and ±100 the full control effect
# TRHR PAM: allosterically enhances the human TRH receptor; P34981; TRHR cells, fluo-8 calcium fluorescence, EC20 TRH enhancement; enhancement, % at 2 µM; 0.66% of 360,000 active; in the data active means enhancement above about 30%; further: 0% is about no effect
#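 TRHR-expressing cells loaded with fluo-8 calcium dye were read kinetically (ex 480/em 530) during compound addition, then stimulated with an EC20 of TRH (10 nM final). Enhancement of the Gq-mediated intracellular calcium response was scored.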
# The depositor's hits bear a star; ? = inconclusive; . = not tested or not shown; & = joins results of further samples.
SMILES,D1 ag,D2 agonist,RXFP1 agonist,D1 antagonist,D2 antagonist,D2 PAM,D1 PAM,RXFP1 antag,TRHR PAM
O=C(Nc1ccc(Cl)cc1)c1ccc2nsnc2c1,20,0.7,0.1%,-47*,-8,-16,-15,?,-8
CCOC(=O)c1cccc(NC(=O)C2CCCN(c3nnc(C)c4c(C)n(-c5ccccc5)nc34)C2)c1 (stereo not drawn),3,.,16%,10,.,2,0,-17,9
COc1ccc(C2=NN(c3ccc(C(=O)O)cc3)C(c3ccc(OC)c(OC)c3)C2)cc1 (stereo not drawn),4,0.5,?,0,7,24,-3,19,3
Cc1cccc(N(C)C(=O)Cn2cnc3nc4c(cc3c2=O)CCCC4)c1,2,.,-0.6%,10,.,3,2,-12,2
COc1ccc(NC(=O)C2CCCN(S(=O)(=O)c3ccc4c(c3)oc(=O)n4C)C2)c(OC)c1 (stereo not drawn),2&0,-1.0&0.9,-3.0%&0.3%,-10&-29,4,10&4,-2,.,-1&14
O=C1OCC(c2ccc(Cl)s2)=C1c1ccccc1[N+](=O)[O-],3,-2.4,-2.1%,8,-6,4,-3,-31,-2
C=C(C(=O)c1ccccc1)C(C)C(=C)C(=O)c1ccccc1,2,-1.1,0.6%,2,-5,6,-1,7,3
CCOC(=O)N1CCC(NC(=O)c2cccs2)CC1,5,.,-0.4%,-16,.,.,-10,12,-1
CC(=O)N1CCN=C1SCc1c(F)cccc1Cl,-3,-0.3,0.3%,3,-19,-6,4,.,2
O=C1c2ccccc2C(=O)N1CCOc1ccccc1Cl,1,0.0,-1.6%,9,10,1,-4,3,-6
Cc1cc(N(CCO)Cc2ccccc2)n2nc(-c3ccc(C(C)(C)C)cc3)nc2n1,2,0.6,-0.2%,11,.,.,4,.,10
COc1ccc(OCC(=O)NCCCN2CCOCC2)cc1,2,0.9,0.9%,-1,32*,-4,-2,-17,-8
CC(=O)NCCN=Cc1sc2ccccc2c1O,0,-0.5,-3.9%,26,-6,11,0,-7,3
O=C(NCCCN1CCOCC1)c1ccc(S(=O)(=O)Nc2ccccc2F)cc1,2,0.4,-1.1%,-9,-23,0,3,-8,4
Cn1cc(/C=N\NC(=O)c2cccs2)c2ccccc21,0,0.0,-1.2%,-5,-4,3,-5,-13,0
FC(F)(F)c1cnc(COc2ccc(Cl)cc2Cl)c(Cl)c1,1,0.4,-2.5%,1,-1,19,8,-27,1
COc1ccc(Cc2nc3ccc(C(=O)N4CCN(C)C(C)C4)cc3o2)cc1OC (stereo not drawn),11,-0.1,3.2%,-27,0,9,-9,13,3
CN(Cc1ccco1)C(=O)c1ccc(OC2CCN(Cc3ccccn3)CC2)cc1,6,0.8,-0.4%,-25,-3,-2,0,-1,-2
CCOC(=O)c1cccc(NC(=O)C2CCC(CNc3c(N4CCOCC4)c(=O)c3=O)CC2)c1 (stereo not drawn),2,-1.3,-1.0%,3,-8,0,.,.,3
COc1ccc(-n2nc(C(=O)NCC(=O)N3CCN(c4ccccn4)CC3)c3ccccc3c2=O)cc1OC,-1,7.6,2.6%,-4,-24,-3,9,14,2
O=C(Nc1ccccc1C(F)(F)F)Nc1cccc2ccccc12,2,.,-1.5%,-4,.,.,-6,-11,2
O=C(C1CCN(S(=O)(=O)c2ccc(-n3cnnn3)cc2)CC1)N1CCN(c2ccccc2)CC1,0,-1.5,0.7%,4,5,.,-5,-9,0
CCC(C)(C(=O)NC1CCCC1)N(C(=O)CC1NC(=O)NC1=O)c1c(C)n(C)n(-c2ccccc2)c1=O (stereo not drawn),7,0.5,-2.0%,-3,-2,10,-5,-13,-15
CC1(C)CC(C)(c2ccc(O)cc2O)N(c2ccc3ccccc3c2)C(=S)N1 (stereo not drawn),0,0.1,0.0%,-4,6,7,-7,-37,1
CCNc1nc(NCC)nc(N/N=C/c2ccc([N+](=O)[O-])o2)n1,0,0.2,1.1%,2,9,-3,-2,0,-2
# (further entries)
SMILES,D1 ag,D2 agonist,RXFP1 agonist,D1 antagonist,D2 antagonist,D2 PAM,D1 PAM,RXFP1 antag,TRHR PAM
COC(=O)Cc1ccc(NC(=O)c2ccccc2Br)cc1,5,1.4,0.2%,-13,-14,-1,-3,-4,3
C#CCn1c(C2CC(=O)N(c3ccc(OCC)cc3)C2)nc2ccccc21 (stereo not drawn),0,0.2,0.2%,-2,.,-7,-2,-12,-3
Cc1cc(C)c(NC(=O)C2CCC(=O)N2)c(C)c1 (stereo not drawn),4,-0.4,-0.4%,0,-23,4,-3,7,1
O=C(CCCn1c(=O)[nH]c2cc(Cl)ccc2c1=O)NCCC1=CCCCC1,2,.,0.5%,2,.,-10,2,-1,-3
COC(=O)c1ccc(Cn2cc(C(F)(F)F)ccc2=O)cc1,4,-0.1,2.1%,-1,-6,-13,-5,-5,-3
COc1ccc(Cn2c(C)nc3ccc([N+](=O)[O-])cc3c2=O)cc1,12,0.1,0.0%,-30*,5,-5,-6,12,-13
Cc1ccccc1S(=O)(=O)Cc1ccc(C(=O)NCc2ccc(F)cc2)o1,3,-0.2,-0.1%,3,-15,3,0,13,-1
COc1cccc(-c2nc(-c3ccc4c(c3)-c3ccccc3S4(=O)=O)c(-c3ccccc3)[nH]2)c1OC,1,0.2,11%,3,-13,2,1,38,-3
COc1ccc(CCNC(=O)COC(=O)Cc2cccc3ccccc23)cc1,24,1.3,0.8%,-27,8,-4,-7,.,-6
COCC(C)n1c(SC(C)C(=O)NC2CCCCC2C)nc2ccccc2c1=O (stereo not drawn),2,-0.6,-0.2%,-1,-15,6,-3,-4,-1
CS(=O)(=O)c1ccc(C(=O)Nc2cc(-c3ccccc3)nn2-c2ccccc2)cc1,1,-0.7,-0.1%,2,-4,17,-6,.,5
COc1cccc(N2CCN(Cc3nc(N)nc(Nc4ccccc4OC)n3)CC2)c1,-4,0.1,-1.8%,14,-8,-28,1,-3,-3
c1ccc2c(c1)oc1c(NCCCN3CCOCC3)ncnc12,3,0.2,1.6%,6,13,-1,0,-7,26
O=C1CC(N2CCN(Cc3ccc4c(c3)OCO4)CC2)C(=O)N1c1ccccc1 (stereo not drawn),4,-0.8,1.1%,3,7,5,2,-12,4
Cc1nn(CC(=O)Nc2ccc(OC(F)(F)F)cc2)c(=O)c2c(C)n(-c3ccc(Cl)cc3)nc12,2,-0.9,4.6%,5,.,-7,-2,-19,-1
COc1ccc(/C=N/NC(=O)CSc2n[nH]c(=O)[nH]c2=O)cc1,5,-0.6,-0.1%,-3,-12,8,-2,-9,10
O=C(NNC(=O)c1cc(-c2ccncc2)nc2ccccc12)c1cccc(Cl)c1,3,0.6,1.2%,-41*,-4,-16,-4,-2,4
NC(=O)c1cc2ccccc2o/c1=N\NC(=O)c1ccco1,1,-1.9,-2.0%,1,-7,-22,1,-3,8
COc1ccc(-c2cc(C(F)(F)F)nc(SCC(=O)N3CCCCC3)n2)cc1OC,1,-1.1,8.3%,-14,.,-1,-2,.,1
Cc1ccc(-n2ncc(C(=O)NCCc3ccsc3)c2C2CCN(C(=O)OC(C)(C)C)CC2)cc1C,3,-0.8,-4.9%,-4,.,6,-4,-15,-9
CC(=O)NC(=S)Nc1ccccc1N1CCCCC1,6,.,-1.0%,-23,.,.,0,-5,1
CC(=NCc1cccnc1)C1=C(O)c2ccccc2C1=O,2,-0.3,4.6%,-4,0,4,10,-5,1
Cc1nn(CCC(=O)NCc2ccc(OC(C)C)cc2)c(=O)c2nn(-c3ccccc3)c(C)c12,1,0.9,0.1%,-7,-7,-10,-1,-8,-6
COCCn1c(SCC(=O)Nc2nnc(C)s2)nnc1-c1c[nH]c2ccccc12,-3,0.0,0.2%,14,2,9,1,22,9
COc1ccc(-n2cc(CNCCc3nc(C)cc(C)n3)c(-c3ccccc3Cl)n2)cc1,40*,0.5,1.4%,25,-13,-21,-1,?,14

# The final five compounds of the part before lead into the next.
SMILES,D1 ag,D2 agonist,RXFP1 agonist,D1 antagonist,D2 antagonist,D2 PAM,D1 PAM,RXFP1 antag,TRHR PAM
CC(=O)NC(=S)Nc1ccccc1N1CCCCC1,6,.,-1.0%,-23,.,.,0,-5,1
CC(=NCc1cccnc1)C1=C(O)c2ccccc2C1=O,2,-0.3,4.6%,-4,0,4,10,-5,1
Cc1nn(CCC(=O)NCc2ccc(OC(C)C)cc2)c(=O)c2nn(-c3ccccc3)c(C)c12,1,0.9,0.1%,-7,-7,-10,-1,-8,-6
COCCn1c(SCC(=O)Nc2nnc(C)s2)nnc1-c1c[nH]c2ccccc12,-3,0.0,0.2%,14,2,9,1,22,9
COc1ccc(-n2cc(CNCCc3nc(C)cc(C)n3)c(-c3ccccc3Cl)n2)cc1,40*,0.5,1.4%,25,-13,-21,-1,?,14
O=S(=O)(Nc1ccccc1N1CCOCC1)c1ccc(Cl)s1,0,0.9,-1.3%,4,7,-1,1,6,5
CCn1c(=NC(=O)CSC(C)=O)sc2ccccc21,0,0.0,2.6%,6,-2,7,-4,-24,2
Cc1cccc(C)c1NC(=O)CN(C)S(=O)(=O)c1ccc(-c2ccc(=O)[nH]n2)s1,5,0.1,-1.1%,-4,1,14,5,-30,-3
Cc1ccc(S(=O)(=O)N2CCC(C(=O)NCc3ccncc3)CC2)cc1,0,-0.7,2.4%,-5,-5,-1,4,5,0
CCOc1ccc(C(=O)/C=C/c2cn(CC(O)CN3CCCCCC3)c3ccccc23)cc1 (stereo not drawn),17,.,-1.7%,-35*,.,-16,-5,-19,2
CCOC(=O)C1CCN(Cc2c(O)c3ccccc3oc2=O)CC1,8,0.0,0.8%,-7,17,4,-3,6,4
CC(C(=O)OCc1nnc(-c2ccccc2)o1)N1C(=O)c2ccccc2C1=O (stereo not drawn),3,0.6,-0.2%,-15,17,0,-8,-11,-6
COc1ccc(/C=C/C(=O)Nc2nnc(C(C)C)s2)cc1OC,4,0.1,2.0%,-11,0,0,-4,-2,3
CCCCN(CC)C(=O)c1cc2c(=O)[nH]c3ccc(C)cc3c2s1,1,-1.5,5.5%,3,-28,0,0,-9,5
CN(C(=O)COC(=O)c1cccs1)c1c(N)n(Cc2ccccc2)c(=O)[nH]c1=O,3,0.1,0.5%,-5,9,-1,-3,-12,-4
COCCCN1CC(=O)N2C(c3cccc(OC)c3OC)c3[nH]c4ccccc4c3C[C@H]2C1=O (stereo partly drawn),1,-0.4,0.3%,7,1,-9,-2,3,-5
CC(C)(C)CNc1cc(N2CCOCC2)ccc1[N+](=O)[O-],1,-1.5,2.2%,3,-2,6,-3,5,-1
Cc1ccc(Nc2ncnc(-n3cccc3)n2)cc1Cl,2,0.4,2.9%,-4,-3,0,1,2,9

# The list is partial (hit frequency here may not be typical).
